ARFGAP1 inhibitor: inhibits rat ARF GTPase activating protein 1; 0.26% of 360,000 active; inhibition, % at 16.5 µM; Q62848; Arfgap1-stimulated ARF1 GTP hydrolysis, GDP FP detection;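 active = inhibition above a per-plate limit, mean inhibition of low control wells plus 3 SD, cut at about 25% in these data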;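 also: 0% = DMSO wells with enzyme and 100% = wells lacking Arfgap1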
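Material – truncated rat Arfgap1 GAP domain · Buffer or medium – HEPES-based buffer, pH 7.5 · Reagent – human ARF1(Δ1-17)-GTP substrate · Dosing – 16.5 µM single point, 1.26% DMSO · Schedule – GTP hydrolysis reaction 2 h at 25 °C · Technique – GDP detection by fluorescence polarization · Benchmarks – No-Arfgap1 wells (100%) versus DMSO full-reaction wells (0%) · Repeats – single replicate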
HTRA1 inh: HTRA1 (human) protease inhibition | AID 504803 | inhibition, % at 5.96 µM | recombinant HTRA1, FP-rhodamine activity-based probe, fluorescence polarization | Q92743 | 0.5% of 340,000 active; in the data active = inhibition above about 36%;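 also: 0% = enzyme with DMSO and 100% = wells lacking enzyme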
PG9 Ab binder: PG9 antibody binding by small molecule | inhibition, % at 6.7 µM | TR-FRET gp120-PG9 antibody binding | 0.43% of 360,000 active; in the data active = inhibition above about 8.5%
GC-B act: GC-B (human) receptor activation. P20594. HEK293-GC-B cells, CNP EC30, cGMP TR-FRET; 0% at EC30 CNP, 100% saturating CNP. activation, % at 10 µM. 0.11% of 370,000 active. AID 1920062;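 active = activation at 10 µM reaching about 35% in either raw or pattern-adjusted values, limit read from the data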
ASAP1 inh: ASAP1 ArfGAP inhibition | inhibition, % at 16.5 µM | 0.19% of 360,000 active | Q9ULH1 | ASAP1-stimulated ARF1 GTP hydrolysis, GDP FP detection; in the data active = inhibition above about 25%;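 also: 0% = vehicle with enzyme and substrate and 100% = no enzyme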
GC-A act: GC-A (human) enzyme activation | HEK293 GC-A cells, cGMP TR-FRET, EC30 ANP; 0% at EC30 ANP, 100% saturating ANP | activation, % at 10 µM | P16066 | 0.14% of 370,000 active | AID 1671463; in the data active = activation above about 40%
Target sequence (P16066 whole entry, looked up): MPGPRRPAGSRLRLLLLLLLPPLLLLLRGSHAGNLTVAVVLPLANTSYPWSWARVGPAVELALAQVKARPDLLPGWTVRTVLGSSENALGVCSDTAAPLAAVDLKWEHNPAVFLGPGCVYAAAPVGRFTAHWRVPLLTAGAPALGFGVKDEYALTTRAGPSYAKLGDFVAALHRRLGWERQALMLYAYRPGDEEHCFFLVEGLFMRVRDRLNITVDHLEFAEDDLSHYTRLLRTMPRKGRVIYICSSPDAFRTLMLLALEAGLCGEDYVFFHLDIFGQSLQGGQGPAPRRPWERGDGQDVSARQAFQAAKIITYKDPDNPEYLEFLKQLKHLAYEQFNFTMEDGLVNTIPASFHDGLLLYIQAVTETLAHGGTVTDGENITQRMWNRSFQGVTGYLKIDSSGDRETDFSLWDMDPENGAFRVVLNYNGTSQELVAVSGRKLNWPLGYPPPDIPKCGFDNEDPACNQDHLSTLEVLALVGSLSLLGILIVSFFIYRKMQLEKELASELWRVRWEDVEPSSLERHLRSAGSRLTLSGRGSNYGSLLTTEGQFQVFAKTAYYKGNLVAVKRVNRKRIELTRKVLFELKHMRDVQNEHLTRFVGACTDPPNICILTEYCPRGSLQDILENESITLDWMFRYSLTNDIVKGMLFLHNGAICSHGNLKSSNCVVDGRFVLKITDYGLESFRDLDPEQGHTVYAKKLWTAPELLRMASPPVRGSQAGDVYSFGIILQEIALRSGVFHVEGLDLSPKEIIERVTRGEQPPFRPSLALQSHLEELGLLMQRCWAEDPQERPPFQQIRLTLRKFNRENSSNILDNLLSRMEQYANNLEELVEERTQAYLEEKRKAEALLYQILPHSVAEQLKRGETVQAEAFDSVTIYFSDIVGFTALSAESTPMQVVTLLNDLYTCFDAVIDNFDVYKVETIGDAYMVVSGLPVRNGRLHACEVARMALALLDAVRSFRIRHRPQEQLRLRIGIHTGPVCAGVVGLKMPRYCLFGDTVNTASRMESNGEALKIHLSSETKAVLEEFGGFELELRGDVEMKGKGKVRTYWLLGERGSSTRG
SMARCA2 act: activators of SMARCA2 function; MG213 cells, MMTV-luciferase reporter, dexamethasone, overnight; activation, % at 9.1 µM; 1% of 370,000 active; AID 652017; in the data active = activation above about 7.8%;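 also: 0% = vehicle wells and 100% = reference activator wells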
rCAG binder: molecules binding r(CAG) RNA repeats. r(CAG) RNA repeat, TO-PRO-1 dye displacement fluorescence. inhibition, % at 3 µM. 1.3% of 370,000 active. AID 651821;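 active = inhibition above the plate cutoff, the mean of all test compounds on that plate plus 3 SD, cut at about 35% in these data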;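 also: 0% = DMSO alone and 100% = 100 µM mitoxantrone as full dye displacement; higher means more dye released from RNA so lower well fluorescence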
NR1D1 modulator: modulates human Rev-erb alpha binding to DNA | AID 1259318 | P20393 | 0.79% of 370,000 active | Rev-erbα–FITC-DNA binding, fluorescence polarization, 90 min | activity, % at 10 µM;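 active = activity above about 14%, limit read from the data; passing the limit was not always enough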;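 also: 0% = DMSO wells with 35 nM protein and 100% = DMSO wells with 750 nM protein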
mABHD4 FP: inhibitors of mouse ABHD4 | inhibition, % at 8.92 µM | Q8VD66 | 0.54% of 370,000 active | purified mABHD4, FP-Rh probe fluorescence polarization;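 active = inhibition exceeding the mean over every tested compound plus 3 SD, cut at about 30% in these data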;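 also: 0% = plate median of compound wells and 100% = S159A mutant with DMSO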
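Test system: mABHD4 protein | Buffer or medium: HEPES pH 7.0 buffer, 150 mM NaCl, 0.01% Pluronic F-127 | Probe or stimulus: FP-Rh fluorescent activity-based probe, added after compound pre-incubation | Timing: Pre-incubation 45 min, probe exposure 60 min, at 25 °C | Technique: Fluorescence polarization, excitation 525 nm, emission 598 nm, BODIPY TMR filters | Repeats: Single well per compound (singlicate)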
The depositor's hits bear a star; x = not tested or not shown.

structure	ARFGAP1 inhibitor	HTRA1 inh	PG9 Ab binder	GC-B act	ASAP1 inh	GC-A act	SMARCA2 act	rCAG binder	NR1D1 modulator	mABHD4 FP
COc1ccc(OCCCCc2c(C)n[nH]c2C)cc1	-1	-3	-1.3	-5	2	6	-3	-6	-4	3
Cc1cccn2cc(-c3ccc(S(=O)(=O)N4CCOCC4)cc3)nc12	7	-6	0.2	-1	-6	2	-3	1	0	-1
CC1(C)CC(=NO)CC(C)(C)N1	-3	3	0.9	1	5	0	3	-1	-3	0
COc1cccc2c3c(c(C)nc12)CCN3c1ccccc1	-2	-2	0.2	-4	-9	6	2	6	-4	-2
COC(=O)c1cc(Br)c(=O)n(-c2ccccc2OC)c1	11	2	6.1	7	-4	0	-6	9	-7	4
O=C(CNC(=O)c1ccccc1Br)N/N=C/c1ccco1	6	-2	0.6	-3	1	-2	-4	3	-3	-4
O=C1C2C3C=CC(C3)C2C(=O)N1/N=C/c1cn(Cc2ccc(F)cc2)c2ccccc12 (stereo unspecified)	1	-14	0.1	-5	8	0	-2	4	-2	-10
O=C(Nc1ccc(NC(=O)c2ccco2)nc1)c1cccc(F)c1	10	-9	-0.7	0	-1	-3	1	1	2	-1
COC(=O)c1cc(C)nc(N)c1C#N	-8	-7	0.2	4	-2	3	-1	3	-4	3
O=C(Cn1cc(C(F)(F)F)ccc1=O)NCc1ccc(F)cc1	-3	-2	-0.6	7	1	0	0	-2	-4	-2
CCc1nc2ccc(C(=O)NCc3ccc(OC)cc3)cn2c1N(CC)Cc1cccc(Br)c1	10	x	2.1	3	4	-4	-2	7	2	-13
OC(COc1ccc2cc(Br)ccc2c1)CN1CCOCC1 (stereo unspecified)	-18	-13	0.8	-12	-6	6	2	-8	4	5
O=S1(=O)CCN(C(CO)c2ccccc2)CC1 (stereo unspecified)	-8	9	-2.8	5	1	1	5	3	3	-2
CN1CCN(/C=N/C2=C(C#N)C(c3ccccc3)C3=C(CC(C)(C)CC3=O)O2)CC1 (stereo unspecified)	4	2	-1.4	-4	-4	3	-4	-8	-1	-2
Cc1cc(C)cc(C(=O)NCC(=O)OCc2c(C)noc2C)c1	0	5	-0.5	3	-6	0	-4	-3	1	0
COc1ccc(CNC(=O)C2(CC3CC(c4ccccc4)=NO3)CCN(C(=O)Cc3ccc(F)cc3)CC2)cc1 (stereo unspecified)	-2	-19	0.5	7	-1	1	-1	1	0	1
O=C(Nc1ccccc1)NC1CCN(Cc2c(F)cccc2Cl)CC1	2	-4	-0.1	-4	-6	3	-4	-5	4	-1
Cc1cc2ncn(CCCCOc3ccccc3)c2cc1C	-4	-14	-2.5	-3	-1	0	-3	-1	0	13
Cc1cc(-c2ccc(S(=O)(=O)Nc3ccc(C#N)cc3)s2)on1	5	3	0.2	4	-3	6	-3	12	-4	6
Cc1cccc(-c2csc(NC(=O)c3cnccn3)c2C(=O)OC(C)C)c1	-10	-9	0.0	1	15	-3	-3	4	7	8
CC(=O)c1ccc(S(=O)(=O)Nc2ccc(-c3ccc4nncn4n3)cc2)cc1	14	-4	-1.4	-2	9	7	-1	8	7	-3
Cc1ccc2[nH]cc(C(=O)CN3CCN(C)CC3)c2c1	8	-1	-2.0	4	-8	-1	1	-5	-3	0
COc1ccc2oc(C(=O)OCc3nnc(-c4ccccc4)o3)c(C)c2c1	5	-6	-0.1	3	-6	6	-1	5	2	0
COC(=O)C1=C(COc2ccccc2)NC(=O)NC1c1ccc2ccccc2c1 (stereo unspecified)	4	x	-0.8	-1	-8	-10	1	1	-2	0
CCc1ccc(NC(=S)Nc2cc(OC)c(NC(=O)C(C)C)cc2OC)cc1	5	10	-2.2	4	2	-1	3	-7	-2	28
CCN(CC)C(=O)C1=C(C)N(CCCOC)C(=O)C(CC(=O)NC2CCCC2)C1 (stereo unspecified)	1	-1	0.7	2	11	-3	0	0	-2	-1
CC(=O)Nc1ccc(C(=O)CSc2cc(C)c3cccc(C)c3n2)cc1	-4	-7	17*	-6	0	-12	0	5	37*	-4
Cc1cc(CSc2ccccc2)ccc1NC(=O)COc1ccccc1	6	-14	1.0	-6	13	4	-3	-5	5	-6
COc1ccccc1OCC(=O)Nc1cc(Cl)ccc1Oc1ccccc1	3	5	-3.0	-7	10	-5	0	1	4	-13
FC(F)(F)c1cccc(CON=C2CCN(c3ncc(C(F)(F)F)cc3Cl)CC2)c1	7	0	0.1	5	-1	3	-4	-2	0	5
O=C(CN1CCN(C(=O)N2CCOCC2)CC1)Nc1ccc(Br)cc1	2	-4	1.0	1	6	2	-1	0	4	-5
O=C(N/N=C/c1ccc([N+](=O)[O-])o1)c1cc(-c2ccc(-c3ccccc3)cc2)nc2ccccc12	-2	15	-2.2	-13	-7	-16	1	23	-2	-1
Cc1ccc(-c2cc(=O)[nH]c(NCc3ccccc3)n2)cc1	3	-21	-1.5	-13	0	-13	1	19	-3	-10
CCCCC[C@@H](C)N1C[C@H](COCc2ccccc2)Oc2cc(N3CC[C@@H](N(C)C)C3)ccc2S1(=O)=O	14	x	-0.1	6	-7	2	0	2	7	6
O=C(NCC1CCCO1)/C(=C\c1cccc([N+](=O)[O-])c1)NC(=O)c1ccccc1 (stereo unspecified)	11	-1	0.1	2	-2	0	-3	0	-1	-4
CCOc1ccc(/C=N/O)cc1	-6	2	-0.3	3	6	0	1	4	-5	-10
CC1(C)CC(N=C2C([N+](=O)[O-])=CC=C3C2=NC2(CCCCC2)N3O)CC(C)(C)N1	-1	23	-11	-6	-1	-4	-2	3	6	-2
CCN1CCN(c2ccc(S(=O)(=O)N3CCCCC3)cc2NC(=O)c2cccc(NC(C)=O)c2)CC1	12	-2	0.3	5	-2	3	0	-3	-2	3
COC(=O)CC1C(=O)NCCN1C(=S)NC(=O)CCc1ccccc1 (stereo unspecified)	-2	9	-0.6	-3	6	-3	-4	-3	-8	0
O=C1C(=O)N(CC2CCCO2)C(c2ccccc2[N+](=O)[O-])/C1=C(/O)c1ccccc1 (stereo unspecified)	7	5	2.1	1	4	-3	-2	5	-4	11
CCN(Cc1ccccc1)C(=O)CN1C(=O)NC2(CC(C)CC(C)(C)C2)C1=O (stereo unspecified)	-3	2	-0.6	1	-3	3	0	-8	-4	2
NC(=O)c1ccsc1NC(=O)CCc1ccccc1	-8	-13	-2.5	-2	0	-1	1	5	7	-3
CCNC(=O)O/N=C1\CCCCC1c1ccc([N+](=O)[O-])cc1[N+](=O)[O-] (stereo unspecified)	-1	14	-2.4	3	0	-3	0	8	8	8
N#Cc1c(C(F)(F)F)cc(Cc2ccccc2)nc1SCC(=O)NCC(=O)O	16	-3	-0.6	1	4	-4	4	11	5	-1
Cc1nc2ccccc2c2oc(C(=O)NCCCN3CCC(C)CC3)cc12	2	8	-0.1	-2	-2	6	2	2	-6	-7
CCOc1ccc(N(C)S(=O)(=O)c2ccc(C)c(C(=O)NCc3cccs3)c2)cc1	6	1	0.1	0	19	-1	-1	8	0	-4
CCC(C)Nc1nc(Cl)nc(NCCOc2ccccc2)n1 (stereo unspecified)	0	-6	-0.9	5	5	6	1	-6	1	-1
CCN(CC)c1ccc(C=C(c2nnnn2-c2ccccc2)c2nnnn2-c2ccccc2)cc1	-12	-8	-0.9	5	-1	-2	-2	-1	4	-3
CC1(C)Cc2c(sc3c2c(=O)n(-c2cccc(Cl)c2)c(=O)n3CC(N)=O)CO1	3	4	-0.6	-8	-1	-10	-4	-2	-4	-6
COc1ccc(C(=O)NNC(=O)Cc2nc3nc(C)cc(C)n3n2)cc1	-1	4	-0.6	0	8	-2	0	1	-4	2
O=Cc1ccc(N2CCCCCC2)cc1	4	2	-1.1	x	-13	x	0	-1	x	2
COc1ccc(-c2csc3nc(C(C)C)oc(=O)c23)cc1OC	-2	-4	-3.0	1	-7	2	-3	3	-4	-4
O=C(c1ccc(Cl)cc1)n1c(NCc2ccccc2)n[nH]c1=S	-3	-3	-0.1	-4	-2	1	-1	-2	0	1
C[C@@H]1CN([C@@H](C)CO)C(=O)c2cc(C#Cc3cccc(F)c3)cnc2O[C@H]1CN(C)C(=O)C1CCCCC1	-3	-8	-0.9	-2	-1	1	-6	4	-5	-6
Fc1ccc(NC(=S)Nc2cccc3ccccc23)cc1F	9	2	-0.6	-1	10	0	2	3	-5	8
c1ccc(CCNc2nc(-c3ccccn3)nc3ccccc23)cc1	9	7	-3.7	5	-1	8	-4	-4	4	3
Cc1cc(C)c(NC(=O)CNC(=O)c2ccc3ncsc3c2)c(C)c1	-5	-5	1.9	-4	12	-3	-2	8	4	5
Cc1ccc(NC(=O)c2ncn(CC(=O)NCc3nc4ccccc4[nH]3)n2)cc1C	22	5	0.4	4	-3	0	1	4	1	13
NC(=O)CSc1ncc(-c2ccc([N+](=O)[O-])cc2)[nH]1	3	5	-0.3	-5	2	0	0	-1	2	1
CCC(=O)N1CCc2cc(S(=O)(=O)N(CC)c3cccc(C)c3)ccc21	3	-1	2.1	2	7	3	1	-1	5	3

(further entries)
structure	ARFGAP1 inhibitor	HTRA1 inh	PG9 Ab binder	GC-B act	ASAP1 inh	GC-A act	SMARCA2 act	rCAG binder	NR1D1 modulator	mABHD4 FP
COc1ccc(C(=O)NCc2nnc(SCC(=O)N3CCc4ccccc43)n2C2CCCCC2)cc1	-9	1	0.2	3	-13	2	0	2	-3	-2
Cc1ccc(C(=O)CC(Nc2ccc(F)cc2)c2ccccc2)cc1 (stereo unspecified)	0	-10	-0.9	-3	0	-8	-1	0	-1	-7
COc1ccccc1NC(=S)N1CCC(C(=O)c2ccc(F)cc2)CC1	-6	-2	-0.1	-1	-10	-2	-2	-1	6	-4
COc1ccc(/C=C/C(=O)c2cc(F)ccc2OC(=O)c2ccccc2C)cc1OC	-5	-25	-2.4	4	6	-3	0	4	-1	-16
CC(Oc1cc(F)ccc1[N+](=O)[O-])C(=O)N(C)CC(=O)Nc1ccccc1C(F)(F)F (stereo unspecified)	-2	-2	1.6	-2	0	2	-2	-3	3	5
Brc1ccc(-c2nn3c(-c4ccccc4)nnc3s2)o1	x	x	x	-7	x	1	-3	8	5	0
CC1=[N+](C)N(c2ccccc2)C(=O)C1N=Cc1ccccc1Cl (stereo unspecified)	0	2	-2.4	-2	4	38	-2	-3	1	1
Cc1occc1-c1nnc(SCC(=O)NC(=O)NC(C)C)n1N	5	0	-0.9	2	16	3	0	0	-2	2

2 records drawn at random from those above, as already listed:
structure	ARFGAP1 inhibitor	HTRA1 inh	PG9 Ab binder	GC-B act	ASAP1 inh	GC-A act	SMARCA2 act	rCAG binder	NR1D1 modulator	mABHD4 FP
CC1=[N+](C)N(c2ccccc2)C(=O)C1N=Cc1ccccc1Cl (stereo unspecified)	0	2	-2.4	-2	4	38	-2	-3	1	1
Cc1occc1-c1nnc(SCC(=O)NC(=O)NC(C)C)n1N	5	0	-0.9	2	16	3	0	0	-2	2
